D1 potentiator – Potentiators of Human D1 Dopamine Receptor: qHTS; D(1A) dopamine receptor (Homo sapiens), P21728; HEK293 TREx D1 cells, calcium flux, dopamine EC20 potentiation; potentiation, % at 10 µM; actives 0.036% (n = 360,000); in the data active means potentiation above about 30%; further: 0% is about no effect
TRHR PAM – qHTS for Small Molecule Agonists and Allosteric Enhancers of Human TRH Receptor: Primary Screen for Enhancers | TRHR cells, fluo-8 calcium fluorescence, EC20 TRH enhancement | AID 493056, 2011 | enhancement, % at 2 µM | actives 0.66% (n = 360,000) | Thyrotropin-releasing hormone receptor (Homo sapiens), P34981; in the data active means enhancement above about 30%; further: 0% is about no effect
Target sequence (P34981 whole entry, looked up): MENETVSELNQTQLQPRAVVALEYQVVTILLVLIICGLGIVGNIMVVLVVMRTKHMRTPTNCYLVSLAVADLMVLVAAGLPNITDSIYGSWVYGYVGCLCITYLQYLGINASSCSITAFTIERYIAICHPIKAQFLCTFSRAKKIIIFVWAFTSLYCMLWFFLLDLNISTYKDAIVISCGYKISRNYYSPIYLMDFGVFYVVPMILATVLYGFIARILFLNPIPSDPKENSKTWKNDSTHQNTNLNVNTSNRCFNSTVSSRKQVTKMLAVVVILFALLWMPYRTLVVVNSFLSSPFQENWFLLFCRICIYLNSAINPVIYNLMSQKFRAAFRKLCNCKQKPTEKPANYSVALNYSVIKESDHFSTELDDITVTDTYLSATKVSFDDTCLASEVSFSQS
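Enhancer read-out: after compound pinning and an initial kinetic agonist-mode read, an EC20 of TRH (10 nM final) was injected and fluo-8 calcium signal (Ex 480/Em 530) followed at 1 s/cycle for 100 cycles in TRHR-expressing cells.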
RXFP1 antag – qHTS Assay for Antagonists of the Relaxin Receptor RXFP1 | HEK293-RXFP1, relaxin-stimulated cAMP HTRF, 30 min; active compounds read low | activity change, negative = inhibition, % at 57.5 µM | actives 0.59% (n = 350,000);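 active means activity change of -60% or lower, but not beyond a set lower limit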; further: on the % scale 0 is the no-effect control and ±100 the full control effect
D1 antagonist – Antagonist of Human D 1 Dopamine Receptor: qHTS | activity change, negative = inhibition, % at 10 µM | AID 504652, 2011 | HEK293 TREx D1 cells, calcium flux, dopamine EC80; active compounds read low | actives 3.2% (n = 360,000) | D(1A) dopamine receptor (Homo sapiens), P21728; in the data active means activity change below about -30%; further: on the % scale 0 is the no-effect control and ±100 the full control effect
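Using tetracycline-induced force-coupled D1 Hek293 cells and a calcium dye, signals were followed for 180 s after compound, then for 180 s after EC80 dopamine, to detect inhibitors.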
D2 agonist – HTS Assay for Allosteric Agonists of the Human D2 Dopamine Receptor: Primary Screen for Agonists; HEK293 T-REx D2 cells, calcium flux agonist mode; activation, % at 2 µM; actives 0.53% (n = 340,000); AID 485358, 2010;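 active means activation over 3 SD above normal in the single-dose calcium agonist read, cut at about 30% in these data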; further: 0% is about no effect
Target sequence (P14416 whole entry, looked up): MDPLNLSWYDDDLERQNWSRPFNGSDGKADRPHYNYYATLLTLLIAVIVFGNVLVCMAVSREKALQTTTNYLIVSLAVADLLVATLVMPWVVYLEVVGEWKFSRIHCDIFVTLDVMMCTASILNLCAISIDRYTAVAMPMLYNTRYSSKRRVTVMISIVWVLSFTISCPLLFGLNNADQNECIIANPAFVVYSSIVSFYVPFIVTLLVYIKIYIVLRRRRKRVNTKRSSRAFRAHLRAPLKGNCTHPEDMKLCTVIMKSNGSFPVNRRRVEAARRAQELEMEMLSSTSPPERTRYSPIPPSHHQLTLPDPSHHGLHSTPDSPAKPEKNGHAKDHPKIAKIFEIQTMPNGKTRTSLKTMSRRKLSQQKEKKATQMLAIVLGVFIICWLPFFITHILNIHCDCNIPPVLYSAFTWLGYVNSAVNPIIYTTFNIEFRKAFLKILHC
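Agonism is scored from calcium flux in a force-coupled, inducible HEK293 cell line expressing D2, read kinetically for 180 s after compound addition against dopamine controls.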
D2 potentiator – HTS Assay for Positive Allosteric Modulators of the Human D2 Dopamine Receptor: Primary Screen for Potentiators; HEK293 T-REx D2, calcium flux, EC20 dopamine potentiation; potentiation, % at 10 µM; actives 0.34% (n = 340,000); AID 485347, 2010;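 active means potentiation over 3 SD above the plate norm, cut at about 30% in these data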; further: 0% is about no effect
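Tetracycline-induced HEK293 T-REx cells force-coupled to calcium signalling expressed D2; compounds were pin-added after a 10 s baseline, read kinetically 180 s, then an EC20 dopamine challenge followed with a further 180 s calcium read.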
D1 agonist – Allosteric Agonists of the Human D1 Dopamine Receptor: qHTS; HEK293 T-REx D1 cells, calcium flux, agonist mode; activation, % at 2 µM; D(1A) dopamine receptor (Homo sapiens), P21728; actives 1% (n = 360,000); further: 0% is about no effect
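Agonism was scored from calcium flux recorded over 180 s (1 read/s) after pintool compound addition, following a 10-cycle baseline. Cells were inducible force-coupled HEK293 TREx D1, plated overnight at 30 C and loaded with no-wash calcium dye.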
D2 antag – HTS Assay for Allosteric Antagonists of the Human D2 Dopamine Receptor: Primary Screen for Antagonists; actives 2% (n = 340,000); inhibition, % at 10 µM; HEK293 TREx D2 cells, calcium flux, dopamine EC80; AID 485344, 2010; D(2) dopamine receptor (Homo sapiens), P14416; in the data active means inhibition above about 30%; further: 0% is about no effect
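Antagonism is scored as inhibition of an EC80 dopamine-evoked calcium signal in a force-coupled, tetracycline-inducible HEK293 T-REx D2 line, with compound present 180 s before agonist.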
TRHR agonist – qHTS for Small Molecule Agonists and Allosteric Enhancers of Human TRH Receptor: Primary Screen for Agonists. TRHR cells, calcium flux fluo-8, FDSS agonist mode. activation, % at 2 µM. actives 0.18% (n = 360,000). AID 493084, 2011; further: 0% is about no effect
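Read-out: compound-evoked intracellular calcium rise in TRHR cells, fluo-8 dye, kinetic FDSS fluorescence at 1 s/cycle following a 10-cycle baseline. Cells cultured overnight before dye loading (30 min–1.5 h, RT).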
Starred values were filed as active, the others as inactive; nt = not tested or not shown; & = joins results of further samples. Unless noted, no stated cut-off is given here; in the data, active means activation above about 30%; inactive means the rest.

The opening 2 compounds, ahead of the listing:
1: Nc1ncc(Br)cc1S(=O)(=O)NC1CCCCC1
2: Cc1nc(-c2ccccc2O)n(S(=O)(=O)N(C)C)n1

compound no.,1,2
D1 potentiator,-4,-2
TRHR PAM,-1,-4
RXFP1 antag,-3,-12
D1 antagonist,-20,3
D2 agonist,-0.3,0.7
D2 potentiator,1,2
D1 agonist,3,0
D2 antag,-5,2
TRHR agonist,-0.5,1.0

The whole of this part, from the first entry:
1: Nc1ncc(Br)cc1S(=O)(=O)NC1CCCCC1
2: Cc1nc(-c2ccccc2O)n(S(=O)(=O)N(C)C)n1
3: CC(Oc1cc2oc(=O)c3c(c2cc1Cl)CCC3)C(=O)NCCCN1CCOCC1 (stereo unspecified)
4: O=C(OCc1nc2scc(-c3ccccc3)c2c(=O)[nH]1)c1cc(Cl)ccc1[N+](=O)[O-]
5: CCOc1ccc(N(CC)S(=O)(=O)N2CCCC(C(=O)NCc3ccccc3OCC)C2)cc1 (stereo unspecified)

compound no.,1,2,3,4,5
D1 potentiator,-4,-2,-2,-4,-5
TRHR PAM,-1,-4,0,-1,-17
RXFP1 antag,-3,-12,3,9,-22
D1 antagonist,-20,3,1,1,-1
D2 agonist,-0.3,0.7,0.5,-0.2,0.3
D2 potentiator,1,2,-3,-3,0
D1 agonist,3,0,6,7,13
D2 antag,-5,2,-33,7,nt
TRHR agonist,-0.5,1.0,0.4,0.3,1.0

6: CCOc1ccc(NC(=O)CCn2c(=O)c3cccn3c3cccnc32)cc1
7: O=C(CNC1CCCCC1)Nc1cc(S(=O)(=O)N2CCOCC2)ccc1Cl
8: COc1ccccc1C(=O)Nn1c(-c2cccs2)nc2ccccc2c1=O
9: COc1ccc(S(=O)(=O)N2CCC(C(=O)NCc3cccc(OC)c3)CC2)cc1
10: COc1ccccc1CNC(=O)CCN=C1NS(=O)(=O)c2ccccc21

compound no.,6,7,8,9,10
D1 potentiator,-4,-6,0,-1,nt
TRHR PAM,13,-1,3,2,4
RXFP1 antag,8,0,-1,-3,0
D1 antagonist,8,-11,-7,0,0
D2 agonist,-0.7,3.5,-4.0,-0.1,nt
D2 potentiator,3,7,8,-9,2
D1 agonist,0,4,3,-1,3
D2 antag,nt,-11,-13,0,nt
TRHR agonist,-0.5,-0.6,0.2,-0.6,-0.1

11: CCc1ccc(N(C(=O)c2snc(C(N)=O)c2N)C(C(=O)NC2CCCC2)c2ccncc2)cc1 (stereo unspecified)
12: COc1ccc(-c2cc(C(=O)N3CCCC(C(F)(F)F)C3)c3ccccc3n2)cc1OC (stereo unspecified)
13: COc1ccc2c(c1)SCC(=O)N2C
14: CC(C)(C)OC(=O)NC(Cc1ccccc1)C(=O)O (stereo unspecified)
15: Cc1ccc(C)c(NC(=O)CCOc2ccccc2)c1

compound no.,11,12,13,14,15
D1 potentiator,-7,5,-2,-1,7&4
TRHR PAM,0,2,1,-1,7&-9
RXFP1 antag,0,14,4,-1,3&21
D1 antagonist,-8,13,4,2,15&-9
D2 agonist,-0.2,-0.6,nt,0.2,0.7&-0.2
D2 potentiator,21,-3,nt,-4,5&-4
D1 agonist,1,3,-4,3,0&-4
D2 antag,-16,-3,nt,-4,6
TRHR agonist,0.3,0.7,-0.6,0.3,-1.1&-0.3

16: O=C(CSc1nncs1)Nc1ccc(Cl)cc1C(F)(F)F
17: CC(C)NC(=S)N1CCN(S(C)(=O)=O)CC1
18: COc1ccc2nc(C)c3c(c2c1)OC(C)C3 (stereo unspecified)
19: CCCCC(=O)NC(=S)NNC(=O)CC
20: COc1ccc(S(=O)(=O)Cc2ccc(C(=O)N3CCN(c4ccccn4)CC3)o2)cc1

compound no.,16,17,18,19,20
D1 potentiator,-1,-7,-5,3,nt
TRHR PAM,-5,5,-4,-2,3
RXFP1 antag,-6,4,-3,7,nt
D1 antagonist,3,16,-20,10,-28
D2 agonist,-0.3,0.8,0.5,0.9,21
D2 potentiator,-7,20,11,6,-8
D1 agonist,2,3,3,1,2
D2 antag,-3,1,5,-3,-10
TRHR agonist,-0.4,0.4,0.0,0.5,1.0

21: COc1cc(CNn2cn[nH]c2=S)cc(Cl)c1OCc1ccccc1
22: CC(C)CC(=O)Nc1c2c(nn1-c1cccc(Cl)c1)CS(=O)C2 (stereo unspecified)
23: CCNC(=S)NCCN1CCCCC1
24: COc1ccc(Br)cc1S(=O)(=O)n1c([N+](=O)[O-])cnc1C
25: CCOC(=O)c1sc2nc(C)nc(SCC(=O)NC3CCS(=O)(=O)C3)c2c1C (stereo unspecified)

compound no.,21,22,23,24,25
D1 potentiator,4,8,-12,1,-3
TRHR PAM,1,-7,-5,-13,-2
RXFP1 antag,3,-10,-9,1,6
D1 antagonist,1,-33*,-4,41,-9
D2 agonist,-0.2,0.9,0.8,0.7,-1.0
D2 potentiator,-5,-3,-2,2,42*
D1 agonist,2,2,4,5,3
D2 antag,-6,-12,-15,34*,-17
TRHR agonist,0.0,0.4,0.1,-0.1,1.1

26: COc1ccc(C(=O)c2oc3ccccc3c2NC(=O)COc2c(C)cc(C)cc2C)cc1
27: COc1cc(C(c2c(O)cc(C)[nH]c2=O)c2c(O)cc(C)[nH]c2=O)ccc1O
28: CC12CCCC[C@@H]1CCC1C2CCC2(C)C1CC[C@@]2(O)CNCCO (stereo partly specified)
29: CCCCCCOc1ccc(-c2ccc(C#N)cn2)cc1
30: CC1CCCCC1NCC#CCOc1ccc(Cl)cc1 (stereo unspecified)

compound no.,26,27,28,29,30
D1 potentiator,2,-3,4,6,-2
TRHR PAM,2,3,-5,3,2
RXFP1 antag,nt,-8,7,-19,-15
D1 antagonist,3,-2,4,3,nt
D2 agonist,0.7,1.2,2.0,-0.9,0.0
D2 potentiator,-7,-2,-3,2,7
D1 agonist,0,1,2,3,3
D2 antag,nt,-24,-6,-5,-28
TRHR agonist,0.3,0.7,0.1,0.3,0.8

31: O=C(Nc1ccc(N2CCOCC2)cc1)c1cnccn1
32: COc1cccc(C(=O)NC2CC3CCCC(C2)N3CC(=O)Nc2ccccc2C(F)(F)F)c1 (stereo unspecified)
33: COc1ccc(/C=C(\C#N)C(=O)Nc2cccnc2)cc1
34: Cc1nn(C)cc1/C=C/C(=O)c1cccs1
35: Cc1ccc(OCC(=O)Nc2cc3nn(-c4ccccc4)nc3cc2C)cc1

compound no.,31,32,33,34,35
D1 potentiator,-5,2,1,-8,0
TRHR PAM,-5,-5,-1,3,0
RXFP1 antag,-13,-7,-1,25,nt
D1 antagonist,5,-3,-29,-2,-7
D2 agonist,-1.1,1.1,0.9,2.5,1.3
D2 potentiator,-3,-16,-14,1,1
D1 agonist,0,4,0,2,0
D2 antag,-13,-21,11,-12,nt
TRHR agonist,0.7,0.1,0.5,-1.0,1.1

36: Cc1cc(C)nc(NS(=O)(=O)c2ccc(N=Cc3c(C)[nH]n(-c4ccccc4)c3=O)cc2)n1
37: CCN(CC(=O)Nc1ccc(OC)cc1)C(=O)Cc1ccsc1
38: CCn1cc(C(=O)NCCCOC)c(=O)c2cc(S(=O)(=O)N(C)C3CCCCC3)ccc21
39: CCc1noc(C)c1C(=O)OCC(=O)NC(C)c1ccccc1 (stereo unspecified)
40: CCN(CC)CCCN(C(C)=O)c1nc(-c2cc(OC)ccc2OC)cs1

compound no.,36,37,38,39,40
D1 potentiator,-5,nt,1,-2,-4
TRHR PAM,-6,9,4,2,-5
RXFP1 antag,-26,-1,-27,5,1
D1 antagonist,16,51,8,-16,2
D2 agonist,0.2,0.4,0.0,0.0,-1.1
D2 potentiator,-1,9,0,-2,8
D1 agonist,1,10,0,1,1
D2 antag,3,7,-12,8,-30
TRHR agonist,0.7,-0.3,0.1,-0.6,-0.2

41: C=CCN1CC(c2nc3ccccc3n2Cc2cccc3ccccc23)CC1=O (stereo unspecified)
42: CCOC(=O)/C(C#N)=C1\Nc2ccccc2N=C1N(CC(C)C)CC(C)C
43: CC(C)C[C@H](NC(=O)[C@@H]1Cc2c([nH]c3ccccc23)C2c3ccccc3C(=O)N21)C(=O)N1CCC[C@@H]1C(=O)O (stereo partly specified)
44: Cc1cc2sc3nc(=O)n(-c4ccccc4)c(=O)n3c2cc1C
45: COc1ccccc1C1C(C(N)=O)=C(C)Nc2nc(CCCO)nn21 (stereo unspecified)

compound no.,41,42,43,44,45
D1 potentiator,-3,2,-5,-2,-4
TRHR PAM,3,7,-4,5,-10
RXFP1 antag,19,-9,nt,-10,7
D1 antagonist,25,67,-2,5,4
D2 agonist,0.2,-0.3,0.1,nt,nt
D2 potentiator,8,-8,-2,nt,nt
D1 agonist,14,26,1,4,2
D2 antag,3,-18,10,nt,nt
TRHR agonist,-0.3,-0.3,0.0,0.0,0.4

Whole records, looked up by structure.
Listed for CCOC(=O)/C(C#N)=C1\Nc2ccccc2N=C1N(CC(C)C)CC(C)C → D1 potentiator = 2; TRHR PAM = 7; RXFP1 antag = -9; D1 antagonist = 67; D2 agonist = -0.3; D2 potentiator = -8; D1 agonist = 26; D2 antag = -18; TRHR agonist = -0.3
Listed for CC(C)C[C@H](NC(=O)[C@@H]1Cc2c([nH]c3ccccc23)C2c3ccccc3C(=O)N21)C(=O)N1CCC[C@@H]1C(=O)O (stereo partly specified) → D1 potentiator = -5; TRHR PAM = -4; RXFP1 antag = nt; D1 antagonist = -2; D2 agonist = 0.1; D2 potentiator = -2; D1 agonist = 1; D2 antag = 10; TRHR agonist = 0.0
Listed for Cc1cc2sc3nc(=O)n(-c4ccccc4)c(=O)n3c2cc1C → D1 potentiator = -2; TRHR PAM = 5; RXFP1 antag = -10; D1 antagonist = 5; D2 agonist = nt; D2 potentiator = nt; D1 agonist = 4; D2 antag = nt; TRHR agonist = 0.0

Next section:
46: Cc1ccc(C(=O)Nc2nnc(-c3cccs3)s2)cc1C
47: Cc1cc(C(F)(F)F)c2c(C)nn(CCc3nn[nH]n3)c2n1
48: COC(=O)C1CCN(C(=O)c2c(-c3ccccc3Cl)noc2C)CC1
49: CN1CCN(C(=O)c2ccccc2NC(=O)c2ccccc2Br)CC1
50: Cc1ccc(C)c(C(=O)N(C)CC(=O)Nc2ccccc2C(F)(F)F)c1
51: COc1ccc(N(CC(=O)NCCc2ccccc2)C(=O)c2csnn2)cc1
52: Cc1cccc2c(N=O)c(O)n(CCc3ccccc3)c12

compound no.,46,47,48,49,50,51,52
D1 potentiator,-7,-5,-1,1,0,-5,0
TRHR PAM,-4,-1,1,1,-7,16,1
RXFP1 antag,-10,-14,1,3,3,-19,-25
D1 antagonist,6,2,-2,-3,15,-15,-14
D2 agonist,-0.7,0.2,-0.2,0.5,-0.3,0.5,-0.2
D2 potentiator,14,-1,-8,9,-3,7,-2
D1 agonist,1,1,3,4,10,3,27
D2 antag,11,5,-9,3,5,1,11
TRHR agonist,-0.6,0.4,0.1,0.8,-0.1,0.4,0.3

This is a random part of the collection; 7.3% or so of the library scored in one or more.
